From PubChem
MEKK3 PB1 HTS = modulators (inhibitors or enhancers) of MEK5 binding to human MEKK3 PB1 domain; Q99759; bead-based flow cytometry, Alexa488-MEK5 binding to MEKK3; actives lie on both sides; 0 = blocked by unlabeled MEK5, 100 = vehicle; binding response (% of control), % at 10 µM; 1.4% of 290,000 active; AID 1529;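 active = binding response more than 3 SD above or below the average of its plate-row segment, actives on both sides; inconclusive = wells at one plate position flagged as instrument error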;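 note: Alexa488 bead fluorescence after subtracting the streptavidin-only scavenger bead signal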
CRFR2-BP ag = CRF-BP/CRF-R2 complex agonism | HEK293 CRF-R2/CRF-BP, calcium dye fluorescence (FLIPR); percent of saturating CRF peptide response | activation, % at 13.2 µM | 0.46% of 350,000 active;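 active = activation of at least 50%, plus an integration ratio under a set limit after plate pattern correction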;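 note: plate controls were neutral control wells without compound for no effect and CRF at EC100 for full effect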
CRFBP-R2 block = antagonists of CRF-binding protein/CRF-R2 receptor complex | inhibition, % at 11.8 µM | HEK293 CRF-R2/CRF-BP, CRF-induced calcium fluorescence | 0.59% of 350,000 active;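 active = inhibition of the ligand-induced calcium signal above about 50% at the single tested concentration, limit read from the data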
p-CIP stab down = lowers stability of the mouse p/CIP coactivator protein; Q05BA5; F442A p/CIP-EGFP cells, EGFP fluorescence, 16 h; decrease of EGFP signal, % at 10 µM; 0.01% of 290,000 active; AID 1984;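 active = EGFP signal decrease of at least 30% at 10 µM or well 3 SD below plate mean, unless failing retest; inactive = the rest, including hits failing retest or dose response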; note: some compounds called inactive have numbers as strong as hits; many of its hits are not listed in these tables
PHOSPHO1 inh = PHOSPHO1 (human) inhibition. recombinant PHOSPHO1, absorbance phosphatase assay. inhibition, % at 13.3 µM. 1.1% of 290,000 active. AID 1565; in the data active = inhibition above about 60%
IDE act = activators of human insulin-degrading enzyme in cells; P14735; AID 493087; HEK cells, FAbeta-B cleavage, fluorescence polarization; 0% vehicle, 100% cell-free pure enzyme wells; 0.073% of 340,000 active; activation, % at 5.96 µM;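 active = activation above the mean of all tested compounds plus 3 SD, set per screening campaign, cut at about 17% in these data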
CHRM4 PAM = potentiates acetylcholine response at human M4 receptor; P08173; CHO-K1 hM4/Gqi5, Fluo-8 calcium fluorescence, ACh EC20; 0% = ACh EC20, 100% = maximal ACh; activation, % at 3 µM; 0.4% of 360,000 active; AID 624126;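 active = activation above its plate's cutoff, the mean activation of sample wells plus 3 SD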; note: some results filed as inactive read as strong as hits
IDE inh = cellular human IDE inhibition; P14735; HEK cells, FAbetaB cleavage, fluorescence polarization; inhibition, % at 5.59 µM; 0.41% of 320,000 active; AID 434962;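 active = percent inhibition above the average of all tested compounds plus 3 SD, set per screening campaign, cut at about 16% in these data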;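 note: IDE supplied by intact live HEK cells; FP after avidin binding of uncleaved biotin substrate so inhibition keeps polarization high; 0% = DMSO wells and 100% = 60 µM reference IDE inhibitor Ii1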
GalR3 antagonist = antagonists of human GalR3 | HEK293 GalR3-CNG cAMP membrane potential fluorescence; galR3 body fused to GalR1 C-terminus | 0.44% of 360,000 active | inhibition, % at 3 µM | O60755;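 active = inhibition above the screen-wide average plus 3 SD, cut at about 13% in these data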;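 note: forskolin and galanin both at EC90 stimulate the cells; cAMP rise reported by CNG channel membrane potential dye signal; 0% = forskolin plus galanin with DMSO and 100% = forskolin alone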
An asterisk follows results filed as active; u = inconclusive; x = not tested or not shown; [ ] = remark or other dose. Random draw from the library; overall some 4.2% were active at least once.

The first nine records, ahead of the listing:
Order of results – MEKK3 PB1 HTS	CRFR2-BP ag	CRFBP-R2 block	p-CIP stab down	PHOSPHO1 inh	IDE act	CHRM4 PAM	IDE inh	GalR3 antagonist
- C/C(=N\N=C(N)N)c1cc(Cl)ccc1Cl
    103	-1.4	1	2	-27	3	-6	4	-7
- Cc1ccc2[nH]c3c(c2c1)CN(C(=O)CN1CCN(c2ccccn2)CC1)CC3
    111	6.4	3	0	27	6	-2	10	0
- COC(=O)c1cccnc1-n1c(=O)c2cccnc2n(Cc2cccc(C(F)(F)F)c2)c1=O
    102	0.1	4	1	-26	4	0	3	-6
- CCN(C(=S)Nc1cccc2ccccc12)c1ccccc1
    x	1.2	-35	x	x	x	0	x	-5
- c1ccc(Cn2nnc3c(N4CCc5ccccc5C4)ncnc32)cc1
    100	14	47	-6	18	-7	4	-3	-7
- N#CC1=C(N)OC2=C(C(=O)CC(c3ccccc3)C2)C1c1ccoc1 (stereo unspecified)
    101	-5.6	13	9	26	-3	1	6	-3
- COc1ccc(-c2noc(CN(C)S(=O)(=O)c3ccc(C)cc3)n2)cc1
    110	5.9	-44	-13	3	4	-7	15	-4
- Cc1cc(NCc2ccc(F)cc2Cl)n2nnnc2n1
    105	-3.8	10	-2	1	3	0	-2	-3
- CCC(C(=O)NC1CCCCC1)n1nc(C)c2c(C)n(-c3ccccc3)nc2c1=O (stereo unspecified)
    94	0.6	3	-2	45	7	-1	1	-7

Results, from the first entry:
Order of results – MEKK3 PB1 HTS	CRFR2-BP ag	CRFBP-R2 block	p-CIP stab down	PHOSPHO1 inh	IDE act	CHRM4 PAM	IDE inh	GalR3 antagonist
- C/C(=N\N=C(N)N)c1cc(Cl)ccc1Cl
    103	-1.4	1	2	-27	3	-6	4	-7
- Cc1ccc2[nH]c3c(c2c1)CN(C(=O)CN1CCN(c2ccccn2)CC1)CC3
    111	6.4	3	0	27	6	-2	10	0
- COC(=O)c1cccnc1-n1c(=O)c2cccnc2n(Cc2cccc(C(F)(F)F)c2)c1=O
    102	0.1	4	1	-26	4	0	3	-6
- CCN(C(=S)Nc1cccc2ccccc12)c1ccccc1
    x	1.2	-35	x	x	x	0	x	-5
- c1ccc(Cn2nnc3c(N4CCc5ccccc5C4)ncnc32)cc1
    100	14	47	-6	18	-7	4	-3	-7
- N#CC1=C(N)OC2=C(C(=O)CC(c3ccccc3)C2)C1c1ccoc1 (stereo unspecified)
    101	-5.6	13	9	26	-3	1	6	-3
- COc1ccc(-c2noc(CN(C)S(=O)(=O)c3ccc(C)cc3)n2)cc1
    110	5.9	-44	-13	3	4	-7	15	-4
- Cc1cc(NCc2ccc(F)cc2Cl)n2nnnc2n1
    105	-3.8	10	-2	1	3	0	-2	-3
- CCC(C(=O)NC1CCCCC1)n1nc(C)c2c(C)n(-c3ccccc3)nc2c1=O (stereo unspecified)
    94	0.6	3	-2	45	7	-1	1	-7
- Cc1ccc(-c2nc(C)sc2CC(=O)OCC(=O)Nc2cccc([N+](=O)[O-])c2)cc1
    102	-0.2	-2	-6	-6	-1	-9	-6	-1
- Cc1cc(C)cc(OCC(=O)OCCN2C(=O)c3ccccc3C2=O)c1
    100	-1.6	6	-8	14	5	16	-7	-2
- CCC1COCCS(=O)(=O)N1Cc1cccc(Cl)c1 (stereo unspecified)
    102	-0.2	-1	0	21	6	4	2	-4
- Nc1c(-c2ccccc2)cnn1-c1ccccc1
    100	-6.7	-1	2	15	1	3	4	-9
- Cc1sc2ncnc(N3CCC(C(=O)Nc4nnc(CC(C)C)s4)CC3)c2c1C
    x	1.7	-19	x	x	-2	4	6	-1
- Cc1cc2cc(C)c(NCCNC(=O)c3ccccc3)nc2cc1C
    110	0.1	-13	-8	15	0	10	1	-6
- O=C(CSc1nnc(-c2ccc(Br)cc2)n1CCc1ccccc1)NC1CCS(=O)(=O)C1 (stereo unspecified)
    111	1.2	-7	-10	3	5	-6	1	-6
- COc1ccccc1OCC(=O)OCC(=O)Nc1sccc1C(N)=O
    98	-1.3	-14	-9	-12	-1	-7	4	-5
- COc1cc(C(=O)NCCCNc2nc3cc(C)cc(C)c3cc2C#N)cc(OC)c1OC
    101	1.3	4	-4	4	1	-4	5	1
- O=C(N1CCN(c2ncccn2)CC1)C12CC3CC(CC(C3)C1)C2
    x	-2.9	9	x	x	-2	-2	-2	0
- Cc1ccccc1NC(=O)C1CCCN(C(=O)NCc2ccccc2)C1 (stereo unspecified)
    102	-0.5	-9	7	4	-3	4	0	-6
- Cc1ccc(NN2C(=O)C=C(c3ccccc3)C2=O)cc1
    100	33	-91	-8	61*	x	-16	x	-7
- Cc1cccc(/C=N/NC(=O)C[n+]2ccccc2)c1
    x	0.3	-2	x	x	4	6	x	-4
- CC(C)c1ncc(S(=O)(=O)c2ccc(C(F)(F)F)cn2)c(N)n1
    99	0.3	-4	-20	7	0	13	3	2
- Cc1c(C(=O)N(Cc2ccccc2)Cc2cccnc2)cnn1-c1ccc(F)cc1
    103	0.0	18	5	16	1	4	3	0
- Cn1nc(-c2ccccc2)cc1NC(=O)Nc1ccc(F)cc1
    75	1.3	-6	5	22	-2	1	2	-1
- C=CCn1c(/N=C/c2ccc3c(c2)OCO3)nc2ccccc21
    98	-0.5	-2	-13	21	0	-3	-3	-7
- O=C(NCCC1=CCCCC1)C1CCC(CNc2c(N3CCCC3)c(=O)c2=O)CC1 (stereo unspecified)
    88	-3.2	10	2	18	6	0	-1	3
- O=c1c2c3c(sc2n(CCN2CCCC2)c(=O)n1Cc1ccco1)CCCCC3
    u	0.5	-20	-14	1	2	-16	3	-4
- C=CCN(CC=C)C(=O)Nc1cc(OC)ccc1OC
    100	0.3	1	-2	45	-3	10	x	-11
- CCSc1nnc(NC(=O)c2c(-c3ccccc3Cl)noc2C)s1
    108	8.6	-7	-12	7	6	0	2	-6
- Fc1ccc(COc2ccc(C(=S)N3CCCC3)cc2)cc1
    102	0.3	7	-4	27	1	-8	1	-11
- Cc1ccccc1C(=O)N1CCC(C(=O)N(CC(C)C)c2c(N)n(Cc3ccccc3)c(=O)[nH]c2=O)CC1
    x	0.9	-9	x	x	0	10	-1	0
- Cc1onc(-c2ccccc2Cl)c1C(=O)Nc1cccc(-c2cn3cccnc3n2)c1
    101	0.3	-9	-7	10	8	-18	-5	x
- COc1ccc(C(=O)Nc2cc3c(cc2N2CCOCC2)n(C)c(=O)n3C)cc1OC
    101	-1.5	2	-15	13	-1	2	0	x
- O=C(CCCN1C(=O)/C(=C/c2ccccc2)SC1=S)Nc1ccc(C(=O)O)c(O)c1
    100	0.3	-2	-8	48	4	10	7	-2
- COc1cc2c(cc1OC)C(=O)NCC(C)(C)O2
    99	-0.7	-1	-2	-8	-5	18	-1	-5
- S=C(c1cn(Cc2ccc(Br)cc2)c2ccccc12)N1CCOCC1
    95	5.4	20	-7	4	4	1	-5	-6
- COc1ccc(Cl)cc1C(=O)NNC(=O)c1nc2nc(C)cc(C)n2n1
    98	-1.8	-19	-4	-4	8	19	2	3
- Cc1c(C(=O)N2CCCCCC2)c(S(=O)(=O)NCc2ccccc2Cl)c(C)n1C
    101	1.0	-11	5	32	6	4	-3	-3
- CC1CC(C)CN(CCCSc2ccccc2)C1 (stereo unspecified)
    103	13	-6	-1	-12	-6	-8	1	-5

Remaining list, next part
Letters – A = MEKK3 PB1 HTS; B = CRFR2-BP ag; C = CRFBP-R2 block; D = p-CIP stab down; E = PHOSPHO1 inh; F = IDE act; G = CHRM4 PAM; H = IDE inh; I = GalR3 antagonist
> CCOC(=O)c1cnc2nc(COc3ccccc3)[nH]n2c1=O
  A: 100 | B: 1.1 | C: 24 | D: -5 | E: 17 | F: 6 | G: 3 | H: 2 | I: -5

> CN(CC(=O)O)Cc1oc(CO)cc(=O)c1O
  A: x | B: 0.2 | C: 5 | D: x | E: x | F: 6 | G: 0 | H: x | I: -5

> O=C(COC(=O)c1c(Cl)cccc1Cl)NC1CCCCCCC1
  A: x | B: -1.0 | C: 1 | D: x | E: x | F: 4 | G: 2 | H: 5 | I: -7

> Cc1cccc(OCC(=O)O/N=C(\N)Cc2cccs2)c1
  A: 105 | B: -0.5 | C: 33 | D: 8 | E: -3 | F: 3 | G: 6 | H: -2 | I: -4

> C[C@@H](NC(=O)c1ncn(Cc2ccccc2)c1C(=O)N[C@H](C)c1ccccc1)c1ccccc1
  A: x | B: 4.1 | C: -4 | D: x | E: x | F: 1 | G: -2 | H: 1 | I: -3

> CC(C)Oc1c(Cl)cc(CNC(C)(C)CO)cc1Cl
  A: 111 | B: 0.9 | C: 3 | D: 10 | E: -18 | F: -2 | G: 2 | H: 3 | I: -5

> O=C(c1ccc(Cl)cc1)N(Cc1ccco1)C1CCS(=O)(=O)C1 (stereo unspecified)
  A: 2.0*[inhibitor] | B: -0.8 | C: 9 | D: 0 | E: 23 | F: -1 | G: -10 | H: -2 | I: x

> C#Cc1ccc([C@H]2C=C(C(=O)N3CCOCC3)O[C@@H](OCC)[C@@H]2CCCO)cc1
  A: 107 | B: -1.5 | C: -8 | D: -4 | E: 39 | F: 6 | G: -1 | H: -8 | I: -3

> COc1ccc(S(=O)(=O)Cc2ccc(C(=O)N3CCc4ccccc4C3)o2)cc1
  A: 115 | B: 1.7 | C: -7 | D: -12 | E: 1 | F: 4 | G: -6 | H: -1 | I: -2

> C=CCOc1ccc(/C(CC)=N/O)cc1OC
  A: 107 | B: -2.0 | C: -8 | D: -2 | E: 9 | F: -2 | G: 4 | H: -4 | I: -3

> CCCCCCn1c(SCCC)nc2c1c(=O)[nH]c(=O)n2C
  A: 108 | B: -2.2 | C: -42 | D: -14 | E: 12 | F: -2 | G: 7 | H: 3 | I: -3

> Cc1ccc(C(=O)Nc2c(C#N)c(C)c(C)n2Cc2ccccc2)cc1
  A: 111 | B: -0.1 | C: 14 | D: -10 | E: 33 | F: -4 | G: -8 | H: -2 | I: 2

> Cc1cc(NCCOCCO)n2c(nc3ccccc32)c1C#N
  A: 104 | B: -3.1 | C: -5 | D: -6 | E: 37 | F: 0 | G: 3 | H: -4 | I: -7

> COc1ccc(NC(=O)C2CCCN(S(=O)(=O)c3cccs3)C2)cc1OC (stereo unspecified)
  A: 91 | B: -0.4 | C: 6 | D: -3 | E: -2 | F: -1 | G: -8 | H: -1 | I: 5

> Cc1cc([N+](=O)[O-])ccc1NCc1ccc2c(c1)OCCO2
  A: 109 | B: -2.5 | C: 53* | D: 8 | E: 24 | F: 0 | G: -4 | H: -1 | I: -7

> O=C(O)c1ccccc1NN=Cc1ccccc1
  A: x | B: -1.0 | C: -16 | D: x | E: x | F: -1 | G: 1 | H: x | I: -5

> CC(Oc1ccc(C(=O)c2ccccc2)cc1)C(=O)Nc1ccc(S(N)(=O)=O)cc1 (stereo unspecified)
  A: 95 | B: 61* | C: -57 | D: 7 | E: -3 | F: 0 | G: -1 | H: 5 | I: -7

> CCN(CC(=O)Nc1c(F)cccc1F)C(=O)CCc1nc2cc(S(=O)(=O)N3CCOCC3)ccc2n1C
  A: x | B: -0.8 | C: 18 | D: x | E: x | F: 5 | G: 1 | H: -1 | I: -4

> CN(C)CCNC(=O)c1sc2nc(-c3ccccc3)cc(C(F)(F)F)c2c1N
  A: 109 | B: 24 | C: -32 | D: -4 | E: 39 | F: -4 | G: -3 | H: 4 | I: -12
